RORgamma inh: ROR gamma (mouse) transcription inhibition; Potency, µM (top dose mostly 53.6 µM), without a hit: at the top dose activity change, negative = inhibition, most hits filed as inhibitors; AID 2551; Drosophila S2 Gal4-RORgamma UAS-luciferase reporter, 20 h; 310,000 tested, 5.4% active; further: potency means the concentration at half of the fitted maximal effect; on the % scale 0 is the no-effect control and ±100 the full control effect; nearly all actives have a fitted effect of over 60% in size
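Luciferase reporter read in Schneider cells carrying Gal4-RORγ (mouse) and UAS-Photinus luciferase; cells given compound 1 h before 700 uM copper sulfate induction, then incubated 20 h at ambient temperature.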
Rab9 prom act: activates the Rab9 promoter; Huh7 Rab9 promoter-luciferase reporter, luminescence, 24 h; Potency, µM (highest dose often 9.22 µM), inactives show at the top dose activation, negative = inhibition, usual class: activators; 320,000 tested, 2.8% active; further: potency means the concentration at half of the fitted maximal effect; % of control where 0% means no effect; nearly all actives have a fitted effect of over 60% in size
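Luciferase signal after 10 min detection reagent at ambient indicates Rab9 promoter upregulation; stably transfected Huh7 cells were treated 24 h with compound in DMSO at 37 °C, 5% CO2.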
FLuc counter: inhibits or activates purified firefly luciferase, miR-21 counter-screen. 360,000 tested, 6.9% active. Potency, µM (series often up to 57.5 µM), for inactives: at the highest dose activity change, negative = inhibition, hits mostly inhibitors. purified FLuc, Km substrates, luminescence inhibition;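 further: potency means the concentration at half of the fitted maximal effect; plate controls were vehicle for no effect and reference inhibitor for full effect; nearly all actives have a fitted effect of over 55% in size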
Target sequence (P08659 whole entry, looked up): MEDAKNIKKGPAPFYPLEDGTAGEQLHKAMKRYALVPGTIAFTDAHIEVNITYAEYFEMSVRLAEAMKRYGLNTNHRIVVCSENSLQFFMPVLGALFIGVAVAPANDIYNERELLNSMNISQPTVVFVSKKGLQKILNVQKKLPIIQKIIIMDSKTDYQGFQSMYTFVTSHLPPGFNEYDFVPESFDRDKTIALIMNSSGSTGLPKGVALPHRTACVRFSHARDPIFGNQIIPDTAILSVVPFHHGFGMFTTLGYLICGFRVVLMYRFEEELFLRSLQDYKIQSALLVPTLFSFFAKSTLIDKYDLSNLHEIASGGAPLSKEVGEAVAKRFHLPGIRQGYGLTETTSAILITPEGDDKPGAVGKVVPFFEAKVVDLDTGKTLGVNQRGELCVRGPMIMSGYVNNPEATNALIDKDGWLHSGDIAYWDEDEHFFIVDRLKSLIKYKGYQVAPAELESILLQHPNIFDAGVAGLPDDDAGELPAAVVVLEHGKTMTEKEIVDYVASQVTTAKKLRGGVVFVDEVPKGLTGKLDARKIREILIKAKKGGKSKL
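Purified P. pyralis luciferase (10nM final) with 10uM D-luciferin and 10uM ATP (Km levels) in 50mM Tris acetate pH 7.5, 10mM Mg acetate, 0.01% Tween-20, 0.05% BSA; qHTS 6-point titration, ~60 µM downward; luminescence read.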
Gal4-VP16 FLuc: Gal4-VP16 reporter inhibition counter-screen | Drosophila S2 Gal4-VP16 UAS-luciferase, luminescence, 20 h | Potency, µM (top dose mostly 53.6 µM), for the others: at the top dose activity, negative = inhibition, usual class: inhibitors | 310,000 tested, 3.5% active;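 further: Gal4-VP16 expression switched on by copper sulfate through the metallothionein promoter; potency means the concentration at half of the fitted maximal effect; on the % scale 0 is the no-effect control and ±100 the full control effect; nearly all actives have a fitted effect of over 50% in size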
KCNH2 3.1 block: inhibitors of human KCNH2 3.1 potassium channel isoform | activity change, % (tested at about 1.8 µM) | 340,000 tested, 0.95% active | U2OS KCNH2 3.1, thallium flux FluxOr; hits give low values | AID 720553;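 active means maximum activity change below -70%; inconclusive means maximum activity change from -70% to -50%; inactive means maximum activity change above -50%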;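 further: thallium influx rate constant from kinetic fluorescence after stimulation buffer; on the % scale 0 is the no-effect control and ±100 the full control effect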
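Measured as rate of thallium-driven FluxOr signal in transduced U2OS cells carrying the 3.1 channel, read kinetically for 2 min upon stimulation; values are rate constants scaled to DMSO control wells.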
uPA surface inh: cell surface uPA generation inhibition | 330,000 tested, 0.31% active | AID 540303 | Potency, µM (series often up to 38.3 µM), inactives show at the top dose activity change, negative = inhibition, most hits filed as inhibitors | cell surface uPA generation assay, qHTS; active means well fitted inhibition curve with a large enough effect; inconclusive means small, poorly fitted or top-dose-only effect; inactive means no such curve, though single readings can be large or run the other way; tested in mouse RAW 264.7 cells; further: potency means the concentration at half of the fitted maximal effect; on the % scale 0 is the no-effect control and ±100 the full control effect; nearly all actives have a fitted effect of over 55% in size
Coupling enz: inhibits coupling enzyme system, counter-screen for aldolase hits; coupling enzyme system counterscreen, AmpLite Red fluorescence; activity change, negative = inhibition, % at 58.2 µM, hits read low; 290,000 tested, 0.67% active; in the data active means activity change below about -30%; further: on the % scale 0 is the no-effect control and ±100 the full control effect
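Activity here indicates interference with the coupling reaction, not aldolase inhibition. Compounds at 57.5 uM final met coupling enzymes for 10 min at RT; substrate and AmpLite Red detection followed, with a 525/598 nm fluorescence read after 20 min.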
Tb PFK block: blocks T. brucei phosphofructokinase. O15648. T. brucei PFK, ADP-Glo luminescence. Potency, µM (series often up to 57.5 µM), for inactives: at the top dose activity, negative = inhibition, actives largely listed as inhibitors. 330,000 tested, 0.17% active. AID 485367;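 further: potency means the concentration at half of the fitted maximal effect; 0% = uninhibited 1x PFK enzyme wells and -100% = no-enzyme wells; nearly all actives have a fitted effect of over 60% in size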
Target sequence (O15648 whole entry, looked up): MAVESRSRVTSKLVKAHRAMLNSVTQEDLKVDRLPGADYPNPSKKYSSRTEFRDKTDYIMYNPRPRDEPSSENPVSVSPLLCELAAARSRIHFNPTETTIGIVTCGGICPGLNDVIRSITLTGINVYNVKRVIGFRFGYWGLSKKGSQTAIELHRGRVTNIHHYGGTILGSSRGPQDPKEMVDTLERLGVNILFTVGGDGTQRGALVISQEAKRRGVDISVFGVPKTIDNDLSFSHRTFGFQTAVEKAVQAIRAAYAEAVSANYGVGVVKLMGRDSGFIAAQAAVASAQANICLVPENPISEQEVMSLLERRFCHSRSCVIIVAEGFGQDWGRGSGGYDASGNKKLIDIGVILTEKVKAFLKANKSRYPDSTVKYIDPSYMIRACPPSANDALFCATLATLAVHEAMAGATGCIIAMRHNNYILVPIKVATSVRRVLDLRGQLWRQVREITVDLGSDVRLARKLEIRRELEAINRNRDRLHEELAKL
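In TEA buffer at pH 8.0 with 5 mM MgCl2, enzyme (1.25 nM) converted F6P (0.5 mM) and ATP (0.1 mM) for 45 min at room temperature. ADP product was read by luciferase luminescence.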
ELG1 genotox: inducers of genotoxicity in HEK293T ELG1-luciferase cells; HEK293T ELG1-luciferase reporter, luminescence, 16 h; 330,000 tested, 1.3% active; Potency, µM (highest dose often 46 µM), inactives show top-dose activity change, positive = activation, actives largely listed as activators; AID 504466; further: potency means the concentration at half of the fitted maximal effect; % of control where 0% means no effect; nearly all actives have a fitted effect of over 60% in size
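ELG1-luciferase HEK293T cells, 2,000/well; compound pinned in; 16 hr, 37 °C, 5% CO2; ONE-Glo, 30 min RT; luminescence on CCD imager.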
Giardia killer: Giardia lamblia killing; AID 540267; Giardia lamblia trophozoite viability; 340,000 tested, 0.15% active; activity change, % at 7.66 µM, hits read low; in the data active means activity change below about -80%; inconclusive means between about -30% and that limit;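 further: parasites exposed to compound for two days anaerobically before the ATP read; on the % scale 0 is the no-effect control and ±100 the full control effect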
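Viability, read as ATP luminescence: trophozoites at 100 cells/well, compound added, 48 hrs anaerobic at 37 deg C, then 15-30 min room-temperature development before reading.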
NPC1 prom act: NPC1 promoter activation. Huh7 NPC1 promoter luciferase reporter, 24 h. Potency, µM (top dose mostly 9.22 µM), inactives show top-dose activation, actives largely listed as activators. 320,000 tested, 2.4% active. AID 485313;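 further: potency means the concentration at half of the fitted maximal effect; % of control where 0% means no effect; nearly all actives have a fitted effect of over 60% in size; reporter is driven by a mutant NPC1 promoter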
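Huh7 cells stably carrying NPC1 promoter–luciferase, plated in Opti-MEM with 10% FBS for 2 h, were exposed to compound in DMSO for 24 h at 37 °C; luciferase reagent was added for 10 min and luminescence read.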
Starred values were filed as active, the others as inactive; [ ] = another dose, or the depositor's remark. Unless noted, the call rests on the fitted dose curve; in most records, active means well fitted curve in the direction sought with a large enough effect; inconclusive means small, poorly fitted or top-dose-only effect, or another doubt; inactive means no such curve, though single readings can be large; an effect the other way counts as inactive or inconclusive.

Screening CCCCc1ncc(CN2CCC(CC3CCCCO3)(C(=O)OCC)CC2)[nH]1 (stereo not given) returned RORgamma inh 6%, Rab9 prom act -5%, FLuc counter 2%, Gal4-VP16 FLuc 4%, KCNH2 3.1 block -3, uPA surface inh -5%, Coupling enz 7, Tb PFK block 0%, ELG1 genotox -6%, Giardia killer -4 and NPC1 prom act 0%.
For Cc1ccc(OCC(=O)N(C)C2CCCCC2)c([N+](=O)[O-])n1 the results were KCNH2 3.1 block -1, uPA surface inh -3%, Tb PFK block -3%, ELG1 genotox 5% and Giardia killer -5.
For CCc1noc(C)c1C(=O)Nc1ccc(-c2nnc3n2CCCCC3)cc1 the results were Rab9 prom act 2%, FLuc counter 5%, KCNH2 3.1 block 6, uPA surface inh 12%, Tb PFK block -7%, ELG1 genotox 3%, Giardia killer 3 and NPC1 prom act 0%.
Cc1ccc(C)c(NC(=O)/C(C#N)=C/c2ccc(Sc3nncn3C)c([N+](=O)[O-])c2)c1 was read as RORgamma inh 0%[10 µM], Rab9 prom act -13%, FLuc counter -1%, Gal4-VP16 FLuc -18%, Coupling enz -5, Tb PFK block 0%, ELG1 genotox inconclusive and NPC1 prom act -2%.
Screening Cc1ccc(S(=O)(=O)N(C)C)cc1NC(=O)CSc1ncc(C(F)(F)F)cc1Cl returned RORgamma inh inconclusive, Rab9 prom act 4%, FLuc counter -9%, Gal4-VP16 FLuc -13%, KCNH2 3.1 block -2, uPA surface inh -7%, Coupling enz 4, Tb PFK block 6%, ELG1 genotox -2%, Giardia killer -13 and NPC1 prom act 4%.
Nc1c(N2CCOCC2)cc(Cl)c2nonc12 was read as RORgamma inh -2%, Rab9 prom act 14%, FLuc counter 3%, Gal4-VP16 FLuc -9%, KCNH2 3.1 block 4, Coupling enz -38*, Tb PFK block -17%, ELG1 genotox 1%, Giardia killer 2 and NPC1 prom act -2%.
Cc1ccc(C(=O)C2=C(O)C(=O)N(CCCN(C)C)C23C(=O)N(C)c2ccccc23)o1 (stereo not given) was read as RORgamma inh -5%, Rab9 prom act 9%, FLuc counter 2%, Gal4-VP16 FLuc 9%, KCNH2 3.1 block 7, uPA surface inh -13%, Coupling enz -1, Tb PFK block 0%, ELG1 genotox 0%, Giardia killer -4 and NPC1 prom act 1%.
`CN(C)/C=C/C(=O)c1ncc(C(F)(F)F)cc1Cl` gave RORgamma inh -9%, Rab9 prom act -3%, FLuc counter 6%, Gal4-VP16 FLuc -19%, KCNH2 3.1 block -3, uPA surface inh 2%, Coupling enz 0, Tb PFK block -1%, ELG1 genotox 7%, Giardia killer -2 and NPC1 prom act 1%.
For Cc1ccc(CNC(=O)C2CCCN2S(=O)(=O)c2ccc(F)cc2)cc1 (stereo not given) the results were RORgamma inh 12%, Rab9 prom act 1%, FLuc counter -1%, Gal4-VP16 FLuc 3%, KCNH2 3.1 block -4, uPA surface inh 4%, Coupling enz 0, Tb PFK block -8%, ELG1 genotox -4%, Giardia killer -19 and NPC1 prom act 0%.
Screening O=C1C=C(c2cccc(Cl)c2O)C[C@@H](c2ccc3c(c2)OCO3)C1 returned Rab9 prom act 3%, FLuc counter 0%, KCNH2 3.1 block -13, uPA surface inh 0%, Tb PFK block 0%, ELG1 genotox 1%, Giardia killer -1 and NPC1 prom act 1%.
For Cc1cnc(NC(=O)CSc2nc3ccccc3c(=O)[nH]2)s1 the results were RORgamma inh 43%, Rab9 prom act -2%, FLuc counter -8%, Gal4-VP16 FLuc 6%, KCNH2 3.1 block -2, uPA surface inh 1%, Coupling enz 2, Tb PFK block -5%, ELG1 genotox -3%, Giardia killer -11 and NPC1 prom act 1%.
Screening COc1ccccc1OCc1cc(-c2ccccc2)no1 returned RORgamma inh inconclusive, Rab9 prom act 2.5µM*, FLuc counter 9.5µM*, Gal4-VP16 FLuc -20%, KCNH2 3.1 block -3, uPA surface inh -5%, Coupling enz 0, Tb PFK block -1%, ELG1 genotox inconclusive, Giardia killer 9 and NPC1 prom act 3.5µM*.
For CC(C)N(C(=O)Cn1c(-c2cccnc2)ccc(C#N)c1=O)C(C)C the results were RORgamma inh 0%, Rab9 prom act 0%, FLuc counter 5%, Gal4-VP16 FLuc -5%, KCNH2 3.1 block -13, uPA surface inh -3%, Coupling enz -3, Tb PFK block 0%, ELG1 genotox -1%, Giardia killer 2 and NPC1 prom act -2%.
Cc1nnc2n(-c3ccccc3)c(=O)c3c4c(sc3n12)COC(C(C)C)C4 (stereo not given) was read as RORgamma inh 18%, Rab9 prom act 4%, FLuc counter 1%, Gal4-VP16 FLuc -4%, KCNH2 3.1 block 5, uPA surface inh 7%, Coupling enz 0, Tb PFK block -1%, ELG1 genotox 1%, Giardia killer 5 and NPC1 prom act 2%.
Cc1cc(=O)oc2cc(OCC(=O)c3ccccc3)ccc12 was read as RORgamma inh 2%, Rab9 prom act 11%, FLuc counter -16%, Gal4-VP16 FLuc -16%, KCNH2 3.1 block 18, uPA surface inh 0%, Coupling enz -1, Tb PFK block -6%, ELG1 genotox 0%, Giardia killer 5 and NPC1 prom act 0%.
CCS(=O)(=O)N1Cc2ccccc2CC1C(=O)NC(C)C12CC3CC(CC(C3)C1)C2 (stereo not given) was read as RORgamma inh -40%, Rab9 prom act 1%, FLuc counter 3%, Gal4-VP16 FLuc -4%, KCNH2 3.1 block -14, uPA surface inh 5%, Coupling enz 1, Tb PFK block -1%, ELG1 genotox -7%, Giardia killer -13 and NPC1 prom act -2%.
`Cc1ccc(S(=O)(=O)NC(=O)N2CCCC(C)(C)C2)cc1` gave RORgamma inh -1%, Rab9 prom act 3%, FLuc counter 0%, Gal4-VP16 FLuc 7%, KCNH2 3.1 block -9, uPA surface inh -2%, Coupling enz -1, Tb PFK block -5%, ELG1 genotox 1%, Giardia killer 5 and NPC1 prom act -1%.
For CC(C)(C)c1ccc(C(=O)N2CCCN(C(=O)c3ccc(C(C)(C)C)cc3)CC2)cc1 the results were RORgamma inh inconclusive, Rab9 prom act -8%, FLuc counter -8%, Gal4-VP16 FLuc -4%, KCNH2 3.1 block -5, uPA surface inh 0%, Coupling enz 1, Tb PFK block 5%, ELG1 genotox -7%, Giardia killer 13 and NPC1 prom act -2%.
Screening CN(CC(=O)NCc1ccccc1F)S(=O)(=O)c1ccc(Cl)cc1 returned RORgamma inh 1%, Rab9 prom act -5%, FLuc counter 1%, Gal4-VP16 FLuc -4%, KCNH2 3.1 block 18, uPA surface inh -7%, Coupling enz 4, Tb PFK block -5%, ELG1 genotox -2%, Giardia killer -4 and NPC1 prom act -5%.
`CCN(CC)Cc1csc(C(N)=O)c1` gave RORgamma inh 12%, Rab9 prom act -4%, FLuc counter 1%, Gal4-VP16 FLuc -1%, KCNH2 3.1 block -20, uPA surface inh -2%, Coupling enz 0, Tb PFK block 9%, ELG1 genotox 1%, Giardia killer -15 and NPC1 prom act 0%.
Screening Cc1nn(CC(=O)Nc2ccc3c(c2)CCC3)c(C)c1[N+](=O)[O-] returned Rab9 prom act -6%, FLuc counter 4%, KCNH2 3.1 block 6, uPA surface inh 7%, Tb PFK block 0%, ELG1 genotox -1%, Giardia killer -16 and NPC1 prom act -2%.
`CCCCn1c(SCC(=O)Nc2cccc(OC)c2)nc2ccc(N3CCOCC3)cc2c1=O` gave RORgamma inh 5µM*, Rab9 prom act -13%, FLuc counter -7%, Gal4-VP16 FLuc 13µM*, uPA surface inh 4%, Coupling enz -32*, Tb PFK block -6%, ELG1 genotox -8%, Giardia killer 4 and NPC1 prom act -5%.
For NC(=O)CN(c1ccccc1)C1SC(=O)N(Cc2ccccc2)C1=O (stereo not given) the results were RORgamma inh 22%, Rab9 prom act 3%, FLuc counter 3%, Gal4-VP16 FLuc inconclusive, KCNH2 3.1 block -3, uPA surface inh -3%, Coupling enz 1, Tb PFK block -3%, ELG1 genotox -2%, Giardia killer 4 and NPC1 prom act -13%.
O=[N+]([O-])c1cc(NS(=O)(=O)c2ccc(Cl)nc2)ccc1Cl was read as Rab9 prom act -2%, FLuc counter 3%, KCNH2 3.1 block 11, uPA surface inh 0%, Tb PFK block -6%, ELG1 genotox -2%, Giardia killer 1 and NPC1 prom act -2%.
For Cc1cccc(OCC(=O)Nc2cc(NC(=O)COc3cccc(C)c3)cc(C(=O)O)c2)c1 the results were RORgamma inh 1%, Rab9 prom act 7%, FLuc counter -17%, Gal4-VP16 FLuc -14%, KCNH2 3.1 block 7, uPA surface inh 2%, Coupling enz 2, Tb PFK block -7%, ELG1 genotox 0%, Giardia killer 13 and NPC1 prom act -3%.
Cc1cc(NC(=O)CSCCc2ccncc2)no1 was read as RORgamma inh 1%, Rab9 prom act 0%, FLuc counter 6%, Gal4-VP16 FLuc 12%, KCNH2 3.1 block 10, uPA surface inh 12%, Coupling enz 2, Tb PFK block 0%, ELG1 genotox 1%, Giardia killer -7 and NPC1 prom act -6%.
`CCOC(=O)c1cccc(NC(=O)CCOc2ccccc2)c1` gave RORgamma inh 3%, Rab9 prom act -3%, FLuc counter -10%, Gal4-VP16 FLuc 0%, KCNH2 3.1 block 13, uPA surface inh 0%, Coupling enz 8, Tb PFK block 0%, ELG1 genotox -4%, Giardia killer -16 and NPC1 prom act -2%.

Screening results: PubChem, National Center for Advancing Translational Sciences (NCATS)
